Bioassay records as filed in PubChem.
T cruzi growth – inhibitors of T. cruzi proliferation. T. cruzi beta-gal in NIH3T3, GalScreen luminescence, 90 h. inhibition, % at 8.34 µM. 77,000 tested, 5.9% active;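 active = mean inhibition above about 93%, with at least 55% of replicates each passing it, limit read from the data, passing the limit was not always enough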
C diff growth – C. difficile growth inhibition; growth activity, negative = inhibition, % at 16 µg/mL (by protocol); Clostridium difficile clinical isolate growth, OD600, 24 h; hits give low values; 86,000 tested, 0.25% active;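 active = mean growth activity at or below -80% and every replicate also at or below -80%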;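 also: 0% = DMSO wells and -100% = levofloxacin 16 µg/mL wells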
Pf Dd2 inh – blocks growth of Plasmodium falciparum Dd2 parasites; P. falciparum Dd2 growth, SYBR Green, 72 h; hits give low values; activity change, % at 10 µM; 94,000 tested, 2.3% active; in the data active = activity change below about -80%
KDM4C inh – blocks human GASC-1 (KDM4C) demethylase activity; Q9H3R0; GST-KDM4C 2-372, H3K9me3 peptide, LANCE TR-FRET; inhibition, % at 12.5 µM; 96,000 tested, 0.15% active;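 active = mean replicate inhibition above about 25%, with at least 55% of replicates also reaching it, limit read from the data, passing the limit was not always enough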
Target sequence (Q9H3R0 2-372 limits assumed): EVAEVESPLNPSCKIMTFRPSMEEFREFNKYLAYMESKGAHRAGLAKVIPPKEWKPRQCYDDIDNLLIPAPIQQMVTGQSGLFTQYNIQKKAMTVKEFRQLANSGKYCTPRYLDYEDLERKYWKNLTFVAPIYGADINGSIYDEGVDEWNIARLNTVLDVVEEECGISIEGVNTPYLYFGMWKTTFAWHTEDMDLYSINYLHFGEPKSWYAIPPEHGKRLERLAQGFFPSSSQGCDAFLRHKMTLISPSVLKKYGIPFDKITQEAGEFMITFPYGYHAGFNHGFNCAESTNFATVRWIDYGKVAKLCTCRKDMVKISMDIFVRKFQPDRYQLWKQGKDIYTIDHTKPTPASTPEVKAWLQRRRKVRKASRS
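Assay system: GST-GASC-1 enzyme fragment 2-372 | Amount: 10 nM enzyme | Medium: HEPES buffer, pH 7.5, plus ascorbate | Reagent: H3K9me3 peptide substrate, Fe(II), 2-oxoglutarate | Doses: Single-point compound screen | Incubation: 30 min demethylation and 1 h detection at room temperature | Measured by: LANCE TR-FRET, excitation 340 nm, emissions 618 and 671 nm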
* = called active by the depositor; . = not tested or not shown; & = joins results of further samples.

Field names: A = T cruzi growth; B = C diff growth; C = Pf Dd2 inh; D = KDM4C inh
CCS(=O)(=O)N1CC2(C1)[C@@H](c1ccccc1)[C@@H](CO)N2Cc1ccc(F)cc1
  A: .; B: 0; C: -12; D: -1.0

C[C@@H]1CCCCO[C@@H](CN(C)Cc2ccc(Cl)c(Cl)c2)[C@@H](C)CN([C@H](C)CO)C(=O)c2cc(N(C)C)ccc2O1
  A: 81; B: 10; C: -65; D: 0.0

C[C@@H]1CCCCO[C@@H](CN(C)C(=O)CCC(F)(F)F)[C@H](C)CN([C@H](C)CO)C(=O)c2cc(NS(=O)(=O)c3ccccc3)ccc2O1
  A: 31; B: -6; C: -22; D: -1.1

Cc1noc(C)c1NC(=O)Nc1ccc2c(c1)C(=O)N([C@H](C)CO)C[C@H](C)[C@@H](CN(C)Cc1ccc(Cl)c(Cl)c1)O2
  A: 8; B: 0; C: 7; D: 1.0

CO[C@H]1CC[C@@H]2CCN(C)C(=O)[C@H](C)[C@@H](OC)CN(C)C(=O)c3cc(C#N)ccc3OC[C@H]1O2
  A: -9; B: .; C: 12; D: 0.1

C[C@@H]1CN([C@@H](C)CO)C(=O)CCCn2nncc2CO[C@@H]1CN(C)C(=O)c1cc(-c2ccccc2)on1
  A: -23&23; B: 9&2; C: 2&20; D: -0.1

CCS(=O)(=O)Nc1ccc2c(c1)C(=O)N(C)[C@@H]1CC[C@@H](CC(=O)Nc3ccccc3)O[C@H]1CO2
  A: -14; B: -2; C: 4; D: -0.9

O=C(Cc1ccncc1)Nc1ccc2c(c1)[C@H]1C[C@@H](CC(=O)N3CCc4ccccc4C3)O[C@@H](CO)[C@H]1O2
  A: -13; B: 6; C: -26; D: 2.7

O=C(C[C@@H]1CC[C@@H]2[C@H](COC[C@@H](O)CN2C(=O)Nc2ccc(F)cc2)O1)NCCc1ccccc1
  A: 38; B: -4&-5; C: -11; D: -0.8

C[C@@H]1CN([C@H](C)CO)C(=O)c2cc(-c3ccncc3)cnc2O[C@@H]1CN(C)C(=O)Cc1ccccn1
  A: -8; B: -2; C: 2; D: -0.6

O=C(Nc1ccccc1F)N[C@@H]1CC[C@H](CCNC(=O)C2CCCCC2)O[C@@H]1CO
  A: 41; B: .; C: 2; D: -0.6

Cc1noc(C)c1NC(=O)Nc1cccc2c1O[C@H](CN(C)C(=O)Nc1c(C)noc1C)[C@H](C)CN([C@H](C)CO)C2=O
  A: 5; B: 7; C: 20; D: -4.4

CO[C@H]1CN(C)C(=O)c2cc(NC(C)=O)ccc2OC[C@H](C)N(C(=O)c2cccnc2)C[C@H]1C
  A: -8; B: .; C: -10; D: 1.5

O=C(CC1CC1)N1[C@@H](CO)[C@@H]2c3ccccc3N(S(=O)(=O)c3ccc(F)cc3)C[C@@H]21
  A: 36; B: -3; C: -13; D: -0.7

CCCN1C[C@H](C)[C@H](OC)CN(C)C(=O)c2cc(NC(=O)NC3CCCC3)ccc2OC[C@H]1C
  A: .; B: -1; C: 20; D: -1.4

The last 4 entries of the part before come first, to join the parts.
Field names: A = T cruzi growth; B = C diff growth; C = Pf Dd2 inh; D = KDM4C inh
Cc1noc(C)c1NC(=O)Nc1cccc2c1O[C@H](CN(C)C(=O)Nc1c(C)noc1C)[C@H](C)CN([C@H](C)CO)C2=O
  A: 5; B: 7; C: 20; D: -4.4

CO[C@H]1CN(C)C(=O)c2cc(NC(C)=O)ccc2OC[C@H](C)N(C(=O)c2cccnc2)C[C@H]1C
  A: -8; B: .; C: -10; D: 1.5

O=C(CC1CC1)N1[C@@H](CO)[C@@H]2c3ccccc3N(S(=O)(=O)c3ccc(F)cc3)C[C@@H]21
  A: 36; B: -3; C: -13; D: -0.7

CCCN1C[C@H](C)[C@H](OC)CN(C)C(=O)c2cc(NC(=O)NC3CCCC3)ccc2OC[C@H]1C
  A: .; B: -1; C: 20; D: -1.4

C[C@H](CO)N1C[C@H](C)[C@@H](CN(C)S(=O)(=O)c2ccccc2)OCCCC[C@H](C)Oc2ccc(NC(=O)Nc3ccccc3)cc2C1=O
  A: 59; B: .; C: -46; D: 0.3

C[C@@H]1CN([C@@H](C)CO)C(=O)c2cc(NC(=O)C3CCCCC3)ccc2O[C@@H](C)CCCCO[C@H]1CN(C)C
  A: 53; B: -6; C: -17; D: 0.8

COc1ccc(NC(=O)N(C)C[C@@H]2Oc3ccc(NC(=O)Nc4ccccc4)cc3C(=O)N([C@@H](C)CO)C[C@H]2C)cc1
  A: -73; B: 3; C: 17; D: 1.7

CNC[C@@H]1OCc2ccccc2-c2c(n(C)c3ccccc23)C(=O)N([C@H](C)CO)C[C@H]1C
  A: .; B: -11; C: -48; D: 0.4

CO[C@H]1CN(C)C(=O)c2ccc(NS(=O)(=O)c3ccc(C)cc3)cc2OC[C@H](C)N(Cc2nccs2)C[C@@H]1C
  A: .; B: 43; C: -29; D: -0.3

Cc1noc(C)c1NC(=O)Nc1cccc2c1O[C@H](CN(C)C(=O)Nc1ccc(C(F)(F)F)cc1)[C@@H](C)CN([C@@H](C)CO)C2=O
  A: -5; B: -8; C: 17; D: 0.2

Cc1ccc(S(=O)(=O)Nc2ccc3c(c2)C(=O)N([C@@H](C)CO)C[C@@H](C)[C@H](CN(C)S(C)(=O)=O)OCCCC[C@@H](C)O3)cc1
  A: 19; B: 0; C: 23; D: 0.7

CN(C)CC(=O)N1[C@H](C(=O)NC2CCCC2)[C@@H](CO)[C@@H]2Cn3c(ccc(-c4ccc(F)cc4)c3=O)[C@@H]21
  A: 105*; B: 1; C: 0; D: -1.9

COCC(=O)Nc1ccc2c(c1)C(=O)N(C)[C@H]1CC[C@H](CC(=O)N3CCc4ccccc4C3)O[C@H]1CO2
  A: -6; B: -5; C: -10; D: 1.5

COCC(=O)N1[C@H](C#N)[C@H](c2ccccc2-c2cccc(F)c2)[C@H]1CO
  A: .; B: 96; C: 20; D: -0.4

O=C(NCC[C@@H]1CC[C@@H](NC(=O)C2CC2)[C@H](CO)O1)c1cc(Cl)cc(Cl)c1
  A: .; B: 1; C: .; D: -1.3

Cc1ccc(S(=O)(=O)N(C)C[C@H]2Oc3ccc(NC(=O)CCC(F)(F)F)cc3CC(=O)N([C@@H](C)CO)C[C@@H]2C)cc1
  A: 17; B: -5; C: -45; D: -1.4

CO[C@H]1CN(C)C(=O)c2cc(NC(=O)NC(C)C)ccc2OC[C@H](C)N(Cc2ccc(-c3ccccn3)cc2)C[C@@H]1C
  A: 38; B: 2; C: -39; D: 2.6

C[C@H](CO)N1C[C@H](C)[C@@H](CN(C)S(=O)(=O)c2cn(C)cn2)Oc2c(NC(=O)c3ccncc3)cccc2C1=O
  A: 21; B: .; C: 17; D: .

Cc1ccc(S(=O)(=O)NC[C@H]2CC[C@H]3[C@H](CN3Cc3cc(-c4ccccc4)on3)O2)cc1
  A: .; B: -12; C: 34; D: .

COc1ccc(NC(=O)Nc2ccc3c(c2)C(=O)N([C@@H](C)CO)C[C@H](C)[C@H](CN(C)C(=O)NC(C)C)O3)cc1
  A: -6; B: -8; C: -1; D: 3.0

C[C@@H]1CCCCO[C@H](CN(C)Cc2ccncc2)[C@@H](C)CN([C@H](C)CO)C(=O)c2cc(NC(=O)NC3CCCCC3)ccc2O1
  A: 20; B: 2; C: -4; D: 0.4

CCC(=O)N(C)C[C@H]1Oc2ncc(-c3ccc(C#N)cc3)cc2C(=O)N([C@@H](C)CO)C[C@@H]1C
  A: 45; B: 0; C: 51; D: -2.1

C[C@@H]1CN([C@@H](C)CO)S(=O)(=O)c2ccc(C3=CCCCC3)cc2O[C@@H]1CN(C)Cc1ccccn1
  A: 1; B: -2; C: -47; D: 2.4

CCC(=O)N(C)C[C@@H]1Oc2cc(C3=CCCCC3)ccc2S(=O)(=O)N([C@@H](C)CO)C[C@@H]1C
  A: 59; B: .; C: -27; D: -0.7

CO[C@@H]1CN(C)C(=O)c2ccc(NS(=O)(=O)c3ccccc3)cc2OC[C@@H](C)N(C)C[C@@H]1C
  A: 2; B: 1; C: 19; D: 0.1

COc1ccc2c3c(n(C)c2c1)[C@H](CO)N(C(=O)c1ccccn1)CC31CCN(C(=O)Cc2ccccc2)CC1
  A: .; B: 40; C: -50; D: -0.1

C[C@@H]1CN([C@H](C)CO)C(=O)c2cccc(NC(=O)c3ccc(-c4nccs4)cc3)c2O[C@@H]1CN(C)Cc1ccc(C(=O)O)cc1
  A: -169; B: -1; C: 29; D: -2.6

C[C@@H]1CN([C@@H](C)CO)C(=O)Cc2cc(NS(=O)(=O)c3cccs3)ccc2O[C@H]1CN(C)S(=O)(=O)c1cn(C)cn1
  A: 14; B: -2; C: 12; D: -1.1

CCNC(=O)C[C@H]1CC[C@H]2[C@@H](COc3ccc(NC(=O)c4ccccc4)cc3C(=O)N2C)O1
  A: -71; B: 6; C: 12; D: 3.4

Cc1ccc(-c2cnc3c(c2)C(=O)N([C@H](C)CO)C[C@H](C)[C@H](CN(C)C(=O)c2ccc(F)cc2)O3)cc1
  A: 41; B: .; C: -35; D: -5.0

Cc1noc(C)c1NC(=O)N(C)C[C@@H]1OCCCC[C@H](C)Oc2ccc(NS(=O)(=O)c3cn(C)cn3)cc2C(=O)N([C@@H](C)CO)C[C@H]1C
  A: -37; B: 2; C: 55; D: -5.5

C/C=C/c1cnc2c(c1)C(=O)N([C@@H](C)CO)C[C@@H](C)[C@@H](CN(C)C(=O)Nc1ccccc1F)O2
  A: 55; B: 1; C: 22; D: 17

CO[C@H]1CN(C)C(=O)c2cc(NC(=O)Nc3ccccc3)ccc2OC[C@H](C)NC[C@H]1C
  A: -36; B: -3; C: .; D: 0.3

COc1ccc(S(=O)(=O)Nc2cccc3c2O[C@@H](CN(C)S(=O)(=O)c2ccccc2)[C@@H](C)CN([C@@H](C)CO)C3=O)cc1
  A: 32; B: -5; C: 11; D: -5.4

COc1ccc(S(=O)(=O)N(C)C[C@@H]2Oc3ccc(N(C)C)cc3C(=O)N([C@@H](C)CO)C[C@@H]2C)cc1
  A: -40; B: 1; C: 0; D: 5.3

C[C@H]1CN([C@@H](C)CO)C(=O)c2ccccc2-c2ccccc2CO[C@@H]1CN(C)S(=O)(=O)c1ccccc1F
  A: 60; B: 7; C: 0; D: 0.4

CC(=O)Nc1ccc2c(c1)C(=O)N(C)[C@H]1CC[C@@H](CC(=O)NCc3ccccc3)O[C@H]1CO2
  A: -75; B: 2; C: -11; D: -0.6

O=C(NCCN1CCCCC1)[C@H]1N[C@H]2c3ccc(-c4ccc(F)cc4)c(=O)n3C[C@H]2[C@@H]1CO
  A: 3; B: -2; C: -5; D: 0.6

COC(=O)C[C@@H]1CC[C@H]2[C@@H](COC[C@H](O)CN2S(=O)(=O)c2ccccc2OC)O1
  A: 15; B: -8&-13; C: .; D: 0.3

C[C@H](CO)N1C[C@H](C)[C@@H](CN(C)C)Oc2cc(-c3ccc(C(=O)N(C)C)cc3)ccc2S1(=O)=O
  A: 3; B: -2; C: 7; D: 0.0

COCC#Cc1cnc2c(c1)C(=O)N([C@H](C)CO)C[C@H](C)[C@H](CN(C)Cc1ccc(-c3ccccc3)cc1)O2
  A: 47; B: 6; C: -37; D: -0.8

C/C=C/c1ccc2c(c1)O[C@@H](CN(C)Cc1ccc(C(=O)O)cc1)[C@H](C)CN([C@H](C)CO)S2(=O)=O
  A: .; B: 1; C: -19; D: 3.3

C[C@H](CO)N1C[C@H](C)[C@@H](CN(C)Cc2ccccc2)Oc2cc(C#Cc3ccccn3)ccc2S1(=O)=O
  A: 106; B: -14; C: -12; D: -19

CCNC(=O)C[C@@H]1CC[C@H]2[C@@H](COc3ccc(NC(=O)Cc4ccccc4)cc3C(=O)N2C)O1
  A: 105*; B: 0; C: 0; D: 0.4

CCCNC(=O)N(C)C[C@@H]1Oc2ncc(C3=CCCC3)cc2C(=O)N([C@H](C)CO)C[C@H]1C
  A: .; B: 2; C: -18; D: 3.6

Cc1cccc(-c2ccc([C@H]3[C@@H](CO)N4CCCCN(S(=O)(=O)c5ccccc5C)C[C@H]34)cc2)c1
  A: 75; B: -9; C: -73; D: 0.7

CCCNC(=O)C[C@@H]1CC[C@H]2[C@@H](COc3ccc(NC(=O)Nc4cccc(C)c4)cc3C(=O)N2C)O1
  A: -63; B: 1; C: -9; D: 2.5

CN(C)CC#Cc1ccc([C@H]2[C@@H](CO)N3C(=O)CN(C(=O)c4ccc(F)cc4)C[C@H]23)cc1
  A: .; B: -7; C: 38; D: 2.3

C[C@H]1CN([C@@H](C)CO)C(=O)c2cc(C3=CCCCC3)cnc2O[C@H]1CN(C)C(=O)c1ccc(F)cc1
  A: 17; B: -1; C: -35; D: -1.3

CN1C(=O)c2cc(NC(=O)Cc3ccccc3)ccc2OC[C@H]2O[C@H](CC(=O)NC3CCC3)CC[C@@H]21
  A: 1; B: -6; C: 1; D: 0.2

CCCN(C)C[C@@H]1Oc2cc(-c3ccccc3C)ccc2S(=O)(=O)N([C@@H](C)CO)C[C@@H]1C
  A: .; B: .; C: -33; D: 0.2

Cc1ccc(S(=O)(=O)N(C)C[C@@H]2Oc3ccc(NC(=O)CCC(F)(F)F)cc3CC(=O)N([C@@H](C)CO)C[C@@H]2C)cc1
  A: 7; B: 3; C: -14; D: -1.2

CN1C(=O)c2cc(NC(=O)Cc3cccs3)ccc2OC[C@@H]2O[C@@H](CC(=O)NCc3ccc(-c4ccccc4)cc3)CC[C@H]21
  A: 23; B: 11; C: -20; D: .
